# Source: PubChem BioAssay
# TNAP activation fold – human TNAP enzyme activators, primary screen, biochemical, luminescent, no phosphate acceptor, uHTS (AID 1001); purified TNAP, luminescent activation assay, no phosphate acceptor; higher activation fold means a stronger effect; one-dose activation fold at 20 µM; EC50 in µM for titrated hits; hit rate 0.03% among 200,000; in the data active = activation fold from about 3, or a potency from the dose series; inactive = the rest, 99 in 100 with activation fold below about 1.6; also: many of its hits are not listed in these tables
# KOR beta-arrestin-1 – KOR antagonists, beta-arrestin recruitment, cell-based, luminescence, uHTS (AID 1778). KOR beta-arrestin recruitment, luminescence, antagonist mode; higher % means a stronger effect. one-dose inhibition, % at 10 µM; IC50 in µM for titrated hits. hit rate 0.091% among 290,000; also: strong numbers were not always called active
# KOR beta-arrestin-2 – KOR agonists, beta-arrestin recruitment, primary screen, cell-based, luminescence, uHTS (AID 1777). KOR beta-arrestin recruitment, luminescence; higher % means a stronger effect. activation, % at 10 µM, or EC50 in µM where a hit was titrated. hit rate 0.02% among 280,000; in the data active = activation above about 50%, passing the limit was not always enough; also: a part of the inactive calls stands beside numbers as strong as those of hits
# GPR55 activation – selective activators of receptor GPR55 – imaging, U2OS cells, beta-arrestin-GFP redistribution, primary screen (AID 1961) | U2OS GPR55 beta-arrestin-GFP redistribution imaging; higher % means a stronger effect | activation, % at 10 µM; hits with a dose series show EC50 in µM | hit rate 0.048% among 290,000;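 active = activation above 40% with more than 50 cells counted in the well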;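 also: U2OS osteosarcoma cells stably expressing GPR55 and beta-arrestin-GFP; plate controls were DMSO negative control for no effect and LPI positive control for full effect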
# NOD2 inhibition – inhibition of NOD2-driven NF-kB reporter – cell-based, luminescence, uHTS, HEK293 (AID 1566); inhibition, % at 4 µM; hits with a dose series show EC50 in µM; hit rate 0.63% among 290,000; HEK293 NOD2/NF-kB luciferase reporter, luminescence; higher % means a stronger effect; also: many of its hits are not listed in these tables
# Yfh1-off respiration – mitochondrial function rescue without frataxin homolog – Friedreich's ataxia, plus single-dose screen, dose response (AID 1465); S. cerevisiae Yfh1-off respiration, WST-1 reduction, 72 h; higher fold induction means a stronger effect; hit rate 0.074% among 220,000; one-dose fold induction at 50 µM; EC50 in µM for titrated hits;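 active = fold induction of absorbance versus untreated yeast above a set limit, then at least 30% activation at any dose in follow-up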;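 also: activators that raise dye reduction in frataxin-depleted yeast; strong numbers were not always called active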
# ER stress rescue – protection against thapsigargin-triggered cell killing – 384-well, CSM14.1, ATP luminescence, primary screen (AID 1222); CSM14.1 thapsigargin-induced death rescue, ATP luminescence; higher % means a stronger effect; cellular ATP content (survival), % at 20 µM; hits with a dose series show EC50 in µM; 190,000 tested, under 10 active;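 active = EC50 below 50 µM in the dose-response confirmation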;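 also: death triggered by thapsigargin at about 15 µM added after 2 h compound pretreatment; cell ATP read after overnight thapsigargin exposure of roughly 18 to 22 hours; normalized against plate controls of thapsigargin alone and 5% DMSO vehicle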
# NTR1 ag – NTR1-driven beta-arrestin-GFP spot formation – imaging, U2OS cells, high content, primary screen (AID 493036). P30989. agonist mode. activation, % at 20 µM. hit rate 0.17% among 330,000;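 active = activation at or above 40% of the spot to cytoplasm intensity ratio, with at least 20 cells analyzed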;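 also: 0% = DMSO without peptide and 100% = 100 nM NTR1 peptide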
# Target sequence (P30989 whole entry, looked up): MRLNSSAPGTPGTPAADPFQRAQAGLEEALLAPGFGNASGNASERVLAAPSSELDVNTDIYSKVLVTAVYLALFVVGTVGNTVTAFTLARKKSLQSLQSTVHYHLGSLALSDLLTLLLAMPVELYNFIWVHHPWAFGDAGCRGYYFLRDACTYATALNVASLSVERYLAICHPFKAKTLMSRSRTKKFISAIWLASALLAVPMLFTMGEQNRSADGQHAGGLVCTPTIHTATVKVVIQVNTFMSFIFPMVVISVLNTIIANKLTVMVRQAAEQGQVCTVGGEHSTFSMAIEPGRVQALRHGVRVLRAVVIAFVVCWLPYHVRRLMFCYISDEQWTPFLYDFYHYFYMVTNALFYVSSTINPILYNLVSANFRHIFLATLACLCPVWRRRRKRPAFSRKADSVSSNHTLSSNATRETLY
# NOD1 NF-kB reporter – inhibition of NOD1-driven NF-kB reporter – cell-based, luminescence, uHTS, primary screen (AID 1578) | NOD1-driven NF-kB luciferase reporter cells, luminescence; higher % means a stronger effect | one-dose inhibition, % at 4 µM; EC50 in µM for titrated hits | hit rate 1% among 290,000; in the data active = inhibition mostly above about 36%, no sharp cut-off; inactive = mostly below about 34%;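 also: HEK-293T reporter cells stimulated with the NOD1 agonist gamma-tri-DAP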
# NTR1 ag cell count 20 µM – also measured in NTR1 ag; calls as there; cell count; measured here: cell count, cytotoxicity flag
# Numbers without * were called inactive; i = inactive; / = no result given; [ ] = remark or other dose. Rule as the data show it, unless noted: active = inhibition above about 50%; inactive = the rest.
# Under each structure – TNAP activation fold | KOR beta-arrestin-1 | KOR beta-arrestin-2 | GPR55 activation | NOD2 inhibition | Yfh1-off respiration | ER stress rescue | NTR1 ag | NTR1 ag cell count 20 µM | NOD1 NF-kB reporter
COc1ccc(-c2cnn3c(N)c(S(=O)(=O)c4ccccc4)cnc23)cc1
    1.4 | -25% | 2.4% | -0.1% | 14% | i | -3.1% | 8.3 | 81 | -20%
O=C(CCc1ccncc1)N1CCCC(Nc2ccc(F)c(F)c2)C1 (stereo not drawn)
    / | -42% | -6.4% | -0.1% | 18% | / | / | 1.4 | 48 | 10%
O=[N+]([O-])c1ccc(OCC(O)CNC2CCCC2)cc1 (stereo not drawn)
    / | 16% | 0.9% | -0.1% | -3% | i | / | -0.9 | 70 | -8%
Cc1cccc(N(C(=O)CCC(=O)Nc2nccs2)C(C(=O)NC(C)(C)C)c2ccc(O)cc2)c1 (stereo not drawn)
    1 | -18%[20 µM] | -4.1% | 0.0% | 13% | i | -1.0% | -0.3 | 48 | -14%
CC(C(=O)N1CCOCC1)N1C(=O)c2cccc3cccc(c23)C1=O (stereo not drawn)
    1.1 | -16%[20 µM] | -5.0% | -0.1% | -3% | i | -0.1% | 3.1 | 82 | -22%
CCN(CC)c1nc(SCC(=O)O)nc(N(CC)CC)n1
    1.1 | -17% | -2.9% | 0.2% | 2% | i | -2.9% | 0.3 | 99 | -20%
CCCCN(C(=O)CSc1nncn1-c1ccccc1)c1c(N)n(Cc2ccccc2)c(=O)[nH]c1=O
    1 | 31% | -1.7% | 0.3% | 26% | i | -1.6% | -0.3 | 95 | -1%
Cc1cccc(NC(=O)C2CCCN(S(=O)(=O)c3cccc4nonc34)C2)c1 (stereo not drawn)
    1.1 | -17% | -0.4% | 0.1% | 5% | i | -1.9% | -0.4 | 92 | -26%
O=[N+]([O-])c1ccc(-c2cn(-c3ccc(Cl)cc3)c(=S)[nH]2)cc1
    0.8 | 12% | -2.3% | -0.2% | -66% | i | 2.1% | / | / | -14%
CCC1=NN(C(=O)Cc2ccc([N+](=O)[O-])cc2)C(O)(c2ccncc2)C1 (stereo not drawn)
    1 | -20%[20 µM] | -1.2% | 0.0% | -1% | i | 0.2% | 0.7 | 100 | -12%
CC1(c2ccc(Cl)cc2Cl)OCC(Cn2ccnc2)O1 (stereo not drawn)
    0.9 | -6% | 6.6% | 0.3% | 9% | i | -2.0% | 3.0 | 54 | -11%
O=C(Nc1ccccc1)c1cc(S(=O)(=O)N2CCOCC2)cs1
    1.1 | 21% | -5.9% | -0.1% | 16% | i | -0.6% | -0.2 | 46 | 10%
CN1CCN(C(=O)c2cc3cc(Cl)ccc3[nH]2)CC1
    / | 16% | -3.9% | 0.4% | 18% | / | / | -0.4 | 41 | -1%
CC(C)C(=O)Nc1sc2c(c1C(N)=O)CCN(Cc1ccccc1)C2
    / | -6%[20 µM] | 0.9% | 1.6% | 7% | / | / | 2.3 | 64 | -35%
Cc1ccc2cccc(Oc3cnccn3)c2n1
    1.1 | 16% | -3.5% | 0.1% | 4% | i | 0.6% | -2.0 | 81 | -7%
CCOc1cc2c(cc1C=O)OC(C)C2 (stereo not drawn)
    1.1 | -7% | -1.1% | -0.4% | -2% | i | 0.3% | 0.3 | 53 | -45%
COc1cccc(CNC(=O)CCCC(=O)NC(C)CCc2ccccc2)c1 (stereo not drawn)
    / | -38%[20 µM] | 2.3% | -0.3% | -8% | / | / | 1.3 | 67 | -9%
CC1CCN(S(=O)(=O)c2cccc(C(=O)N(C)C3(C)CCS(=O)(=O)C3)c2)CC1 (stereo not drawn)
    / | -42% | -0.4% | -0.2% | -2% | / | / | 0.2 | 54 | 5%
CC(C)n1nnnc1-c1ccc(Cl)cc1
    1.1 | 24% | -2.6% | 0.0% | 7% | i | 0.3% | -0.1 | 48 | -15%
COc1cc(S(=O)(=O)N2CCOCC2)ccc1NC(=O)COc1ccc(N(C)S(=O)(=O)c2ccc(C)cc2)cc1
    1.2 | 14% | -1.6% | -1.2% | 22% | i | -7.1% | 0.7 | 33 | 9%

# For reference, some entries already given.
# Under each structure – TNAP activation fold | KOR beta-arrestin-1 | KOR beta-arrestin-2 | GPR55 activation | NOD2 inhibition | Yfh1-off respiration | ER stress rescue | NTR1 ag | NTR1 ag cell count 20 µM | NOD1 NF-kB reporter
COc1ccc(-c2cnn3c(N)c(S(=O)(=O)c4ccccc4)cnc23)cc1
    1.4 | -25% | 2.4% | -0.1% | 14% | i | -3.1% | 8.3 | 81 | -20%
O=C(CCc1ccncc1)N1CCCC(Nc2ccc(F)c(F)c2)C1 (stereo not drawn)
    / | -42% | -6.4% | -0.1% | 18% | / | / | 1.4 | 48 | 10%
O=[N+]([O-])c1ccc(OCC(O)CNC2CCCC2)cc1 (stereo not drawn)
    / | 16% | 0.9% | -0.1% | -3% | i | / | -0.9 | 70 | -8%
Cc1cccc(N(C(=O)CCC(=O)Nc2nccs2)C(C(=O)NC(C)(C)C)c2ccc(O)cc2)c1 (stereo not drawn)
    1 | -18%[20 µM] | -4.1% | 0.0% | 13% | i | -1.0% | -0.3 | 48 | -14%
CC(C(=O)N1CCOCC1)N1C(=O)c2cccc3cccc(c23)C1=O (stereo not drawn)
    1.1 | -16%[20 µM] | -5.0% | -0.1% | -3% | i | -0.1% | 3.1 | 82 | -22%
CCN(CC)c1nc(SCC(=O)O)nc(N(CC)CC)n1
    1.1 | -17% | -2.9% | 0.2% | 2% | i | -2.9% | 0.3 | 99 | -20%
CCCCN(C(=O)CSc1nncn1-c1ccccc1)c1c(N)n(Cc2ccccc2)c(=O)[nH]c1=O
    1 | 31% | -1.7% | 0.3% | 26% | i | -1.6% | -0.3 | 95 | -1%
Cc1cccc(NC(=O)C2CCCN(S(=O)(=O)c3cccc4nonc34)C2)c1 (stereo not drawn)
    1.1 | -17% | -0.4% | 0.1% | 5% | i | -1.9% | -0.4 | 92 | -26%
O=[N+]([O-])c1ccc(-c2cn(-c3ccc(Cl)cc3)c(=S)[nH]2)cc1
    0.8 | 12% | -2.3% | -0.2% | -66% | i | 2.1% | / | / | -14%
CCC1=NN(C(=O)Cc2ccc([N+](=O)[O-])cc2)C(O)(c2ccncc2)C1 (stereo not drawn)
    1 | -20%[20 µM] | -1.2% | 0.0% | -1% | i | 0.2% | 0.7 | 100 | -12%

# Continued:
# Under each structure – TNAP activation fold | KOR beta-arrestin-1 | KOR beta-arrestin-2 | GPR55 activation | NOD2 inhibition | Yfh1-off respiration | ER stress rescue | NTR1 ag | NTR1 ag cell count 20 µM | NOD1 NF-kB reporter
CC(C)(C)C(=O)/C=C/Nc1ccccc1O
    1.1 | -2% | -1.0% | 0.5% | 12% | i | -2.3% | 1.0 | 54 | -9%
COC(=O)c1c(NC(=O)CC2SC(N)=NC2=O)sc2c1CCCC2 (stereo not drawn)
    1.4 | -51% | -1.3% | -0.3% | 11% | i | -0.7% | 1.9 | 48 | -15%
CC1CCN(C(=O)c2ccc(NC(=O)C3CCCO3)cc2)CC1 (stereo not drawn)
    1.1 | 27% | -3.3% | -0.1% | 6% | i | 0.1% | -1.5 | 100 | 4%
O=C(CSc1ccc(C(F)(F)F)cc1[N+](=O)[O-])Nc1ccccc1
    1.1 | 6% | -1.7% | 0.2% | -12% | i | -2.9% | -0.4 | 53 | 3%
CCOCCCNC(=O)c1ccccc1OC1CCN(S(C)(=O)=O)CC1
    1 | 7% | 0.2% | 0.5% | 10% | i | 1.3% | 1.2 | 58 | -22%
Cc1cc(NC(=O)c2ccc(Cn3cc([N+](=O)[O-])cn3)o2)no1
    / | 1% | 2.4% | -0.1% | -4% | / | / | 1.7 | 53 | -35%
CCOC(=O)CCC(=O)Nc1cccc([N+](=O)[O-])c1
    1.1 | -12% | 6.5% | -0.2% | -12% | i | -0.8% | 0.4 | 43 | -21%
O=C(NC(=S)NNC(=O)c1ccc(Cl)cc1Cl)c1cccnc1
    2.9 | -2% | -1.2% | -0.3% | 11% | i | 4.1% | 2.2 | 64 | -5%
COc1ccc(C(CNC(=O)C2CC2)N(C)C)cc1 (stereo not drawn)
    / | 45% | -4.4% | 0.0% | -12% | / | / | -0.6 | 69 | -12%
CCN(CC)S(=O)(=O)c1ccc(N/N=C/c2ccc(O)cc2O)nc1
    0.9 | 6% | 0.9% | -0.2% | -15% | i | -3.5% | 0.7 | 63 | -21%
Cc1nonc1CN(C)C(=O)CC1C(=O)NCCN1Cc1ccccc1F (stereo not drawn)
    / | 20% | 1.4% | -0.1% | 10% | / | / | -0.1 | 66 | -26%
Cc1c(/C(O)=C2/C(=O)C(=O)N(CCN3CCOCC3)C2c2cccs2)cnn1-c1ccccc1 (stereo not drawn)
    1.1 | 8% | 0.3% | -0.2% | 16% | i | -3.5% | 0.5 | 46 | -15%
O=C(COC(=O)c1cc(-c2cccs2)nc2ccccc12)NCc1ccco1
    1 | -14% | -14% | -1.0% | 34% | i | 1.3% | 3.0 | 29 | 9%
O=C(CN1C(=O)CSc2ccc(S(=O)(=O)N3CCCCC3)cc21)NCc1ccccc1
    / | -27% | 5.6% | 0.0% | 13% | / | / | -0.2 | 49 | -2%
O=C(Nc1ccccc1Oc1cccnc1)C1CCCN(Cc2cccc(Cl)c2)C1 (stereo not drawn)
    / | -32% | 1.6% | 0.2% | -2% | / | / | 1.9 | 68 | -8%
Cc1cc(Cl)ccc1OCC(=O)NCCCCc1ccccc1
    1.1 | -40% | -2.0% | 0.7% | 1% | i | 2.6% | 4.3 | 51 | -5%
CC(C)(C)C(=O)Nc1nnc(SCC(=O)NCc2cccs2)s1
    1.1 | -13% | 4.9% | 0.0% | 22% | i | -0.5% | 2.6 | 85 | 7%
Cc1c(C)[n+](=O)c(-c2ccco2)c(C)n1[O-]
    1.1 | -9% | -1.2% | 0.2% | 7% | i | -0.4% | -0.5 | 65 | -1%
Cc1ccc(C(=O)Nc2ccc(S(=O)(=O)N3CCOCC3)cc2)cc1C
    / | -43%[20 µM] | 0.2% | -0.2% | 12% | / | / | 3.3 | 58 | -2%
CCOc1nc2cnccc2n(CC(=O)Nc2cccc(C)c2C)c1=O
    / | 9% | -4.8% | -0.2% | 7% | / | / | -1.3 | 56 | -8%
CCN(CC)S(=O)(=O)c1csc(C(=O)NC2CCCCC2)c1
    1.1 | -1% | 1.4% | -0.2% | -8% | i | 0.4% | -1.8 | 97 | -9%
Cc1ccc(NC(=O)COC(=O)c2cccc3c2C(=O)c2ccccc2C3=O)c(C)c1
    1 | -22% | -3.1% | -0.1% | 17% | i | 0.2% | 12 | 59 | 25%
CCCc1cc(-c2n[nH]c(=S)n2C(C)c2ccccc2)cs1 (stereo not drawn)
    0.9 | -15% | 1.3% | 0.0% | 7% | i | -1.0% | 4.5 | 75 | 11%
Cc1cc(Cl)ccc1OCC(=O)NCCCn1ccnc1
    1 | -11% | 2.2% | -0.2% | 23% | i | -0.5% | 0.9 | 48 | -18%
CCOC(=O)N1CCC(N2CCCC(C(=O)c3cc(C)c(OC)c(C)c3)C2)CC1 (stereo not drawn)
    1.1 | -25%[20 µM] | / | -0.1% | 6% | i | 0.9% | -1.3 | 64 | -12%

# Only part of the results is shown, so the mix of outcomes need not match the whole.
